Screens (PubChem BioAssay)
COUP-TFII inh = blocks human COUP-TFII nuclear receptor | P24468 | HEK293T NGFI-A luciferase reporter, luminescence | inhibition, % at 8.6 µM | 370,000 compounds, 0.7% hits;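 active = inhibition above a per-plate cutoff, mean inhibition of test wells between control levels plus 3 SD, cut at about 38% in these data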;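 note: cells cotransfected with COUP-TFII expression vector driving the NGFI-A reporter; 0% = median of COUP-TF2 test wells and 100% = reporter-only cells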
Target sequence (P24468 whole entry, looked up): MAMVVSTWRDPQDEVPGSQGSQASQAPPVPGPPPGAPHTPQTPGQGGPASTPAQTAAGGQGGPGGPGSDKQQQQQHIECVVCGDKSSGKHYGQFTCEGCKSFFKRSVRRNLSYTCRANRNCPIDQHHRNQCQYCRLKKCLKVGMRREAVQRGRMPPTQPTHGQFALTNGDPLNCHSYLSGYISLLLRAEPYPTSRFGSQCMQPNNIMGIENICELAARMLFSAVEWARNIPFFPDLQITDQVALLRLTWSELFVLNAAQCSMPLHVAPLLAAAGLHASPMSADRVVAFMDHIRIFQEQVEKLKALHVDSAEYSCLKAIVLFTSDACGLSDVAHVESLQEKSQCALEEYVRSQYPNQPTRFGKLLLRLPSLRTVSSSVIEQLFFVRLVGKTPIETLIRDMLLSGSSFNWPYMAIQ
SRC2 inh = human SRC2 (NCOA2) inhibition. Q15596. inhibition, % at 9 µM. HEK293 GAL4-SRC2 luciferase reporter, luminescence. 370,000 compounds, 0.17% hits;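 active = inhibition above the mean inhibition of all tested compounds plus 3 SD, set per campaign, cut at about 52% in these data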;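 note: 0% = DMSO treated cells and 100% = cells given Gossypol at 36 µM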
Active calls of the source: *.

SMILES,COUP-TFII inh,SRC2 inh
C[C@H](CO)N1C[C@H](C)[C@@H](CN(C)C(=O)NC2CCCCC2)OCc2cn(nn2)CCCC1=O,16,3
NC(=O)[C@@H]1CCCN1C(=O)[C@H](CCc1ccccc1)NC(=O)[C@H]1O[C@@H](n2cnc3c(N)ncnc32)[C@H](O)[C@@H]1O,-8,-13
Cc1ccc2c(c1)N(CCCC(=O)NCc1cccs1)C(=O)CO2,4,-3
CN(c1c2c(nc3ncnn13)CCCC2)C1CCCCC1,9,7
O=C(Cc1ccccc1)Nc1nnc(-c2cccnc2)s1,7,-17
CCCCC(=O)N1CCN(C(=O)c2ccc3nc(C)n(C4CCCC4)c3c2)CC1,-3,-2
O=C(CSc1nnc(-c2ccncc2)n1-c1ccccc1)Nc1ccc2c(c1)OCCO2,1,22
COCCNC(=O)[C@]1(C#N)CC(=O)N(C)[C@@H]1c1ccccc1,-13,-15
CCC(=O)N1CCc2cc(Br)c(S(=O)(=O)N3CCC(C(=O)NCCCOC(C)C)CC3)cc21,5,-9
CCCc1ccc(-c2cc(NC(=O)Cc3c(C)[nH]c4ccccc34)ccc2N(C)c2cccnc2)cc1,-4,-8
C#CCN1CC(N(C)CCCO)CS1(=O)=O (stereo not given),0,23
CN1CCCC1CCSc1ncccc1-c1nc2ccccc2[nH]1 (stereo not given),-10,-13
CCN(CC)C(=O)c1ncn2c1C(=O)N[C@H](C)C2,6,-5
Cc1c(-c2ccccc2)nnn1-c1ccc(F)c(Cl)c1,-10,-63
O=C(C(=O)N1CCC(CNS(=O)(=O)c2ccc(C(F)(F)F)cc2)CC1)c1cc2ccccc2o1,22,-8
COC(=O)[C@]12C[C@H](CC(=O)NCCCN3CCCC3=O)C(=O)N(Cc3ccco3)C1=C[C@H](COCc1ccccc1)O[C@@H]2C,4,-15
O=C(Nc1c(-c2ccc(F)cc2)nc2ncccn12)c1ccc(F)cc1,-16,-6
CCOc1ccc(-n2c(COc3ccccc3)nnc2SCc2nc3ccccc3[nH]2)cc1,2,1
CCCCCCCCN1CCS(=O)(=O)N(Cc2ccc(OC)cc2)C(C(=O)OC)C1 (stereo not given),20,16
CCCCc1c(-c2ccccc2OC)ncn1Cc1cccc(C)c1,5,3
COCC(=O)N(C)[C@H]1C[C@H]2c3[nH]c4c(-c5ccccc5)cccc4c3CCN2C(=O)[C@H]1[C@H](C)O,-18,7
O=C(NCc1ccco1)C1CCCN(S(=O)(=O)c2ccc(F)cc2)C1 (stereo not given),6,-5
COC(=O)C1=C(C)N(C)C(=NCc2ccc(OC)cc2)NC1c1ccc(Cl)cc1 (stereo not given),-17,9
CNC(=O)C[C@H]1CC[C@H]2[C@@H](COc3ccc(NC(=O)Nc4ccccc4)cc3C(=O)N2C)O1,4,2
COc1ccc(S[C@]2(C(=O)N3CCOCC3)CC(=O)N(C(=O)CCc3ccccc3)[C@@H]2c2ccc(OC)cc2)cc1,5,12
O=S1(=O)CC(N2CCCC2)CN1Cc1cn(Cc2ccc(C(F)(F)F)cc2)nn1 (stereo not given),-12,-57
COC(=O)c1ccc2nc(-c3cccc(Br)c3)c(Cc3cccc(Cl)c3)n2c1,-9,7
O=C(Nc1ccc(Nc2ccccc2)cc1)c1ccccc1,-27,-49
Cc1ccccc1NC(=O)C1CCN(c2ncccn2)CC1,-2,5
COC(=O)[C@]12C[C@H](CC(=O)N3CCC(c4ccccc4)CC3)C(=O)N(Cc3ccc4c(c3)OCO4)C1=C[C@H](C(C)(C)C)O[C@@H]2C,18,11
C#CCNC(=O)C[C@H]1C[C@@]2(C(=O)OC)C(=C[C@H](COCc3ccccc3)O[C@@H]2C)N(CCc2ccc(OC)c(OC)c2)C1=O,-9,3
Nc1[nH]c(C(=O)c2ccccc2)c(-c2ccc3ccccc3c2)c1C(=O)NCc1ccc(F)cc1,-6,-6
Cc1cc(=O)oc2cc(NC(=O)c3cc4ccccc4o3)ccc12,-20,-3
C=CCN1C(=O)[C@@H](CC(=O)NCCc2ccccc2OC)[C@]2(C(=O)OCC)CCCCC/C=C/12,-8,19
CCCCN1CN2Cc3ccc(C)cc3C2CS1(=O)=O (stereo not given),-6,1
C#CCCN([C@H](C(=O)OC)C(C)CC)S(=O)(=O)c1ccccc1Br (stereo not given in full),4,25
Cc1cc(C)nc(NS(=O)(=O)c2ccc(NC(=O)CN3C(=O)c4ccccc4C3=O)cc2)n1,4,-14
COc1ccc([C@H]2OC(=O)C[C@H]2C(=O)N2CCN(c3ccccc3Cl)CC2)cc1OC,15,12
O=C(NCCc1ccccc1)OCc1cn(Cc2c(F)cccc2F)nn1,5,2
c1ccc(CCSc2nnc(-c3cccnc3)n2Cc2ccccc2)cc1,-5,-7
Cc1ccc(Sc2ccc(NC(=O)CCl)cc2)c(C)c1,-27,18
CN(C)CCCNS(=O)(=O)c1ccc(N2CCC(c3ccc(Cl)cc3)=N2)cc1,-1,-3
CC(C)[C@H](NC(=O)C1CC1)C(=O)N1CCC[C@H]1C(=O)NCc1ccccc1,-7,11
COC(=O)[C@]12C[C@H](CC(=O)NCc3cccc(C(F)(F)F)c3)C(=O)N(CCC3=CCCCC3)C1=C[C@H](C(C)(C)C)O[C@@H]2C,-9,1
COC(=O)[C@]12C[C@H](CC(=O)N3CCCCC3)C(=O)N(Cc3cccc4ccccc34)C1=C[C@H](C(C)(C)C)O[C@@H]2C,12,14
CCCCNc1cccc2c1S(=O)(=O)N[C@@H](C)CO2,-2,-9
CC(=O)N1CCN(c2ccc(N3CCN(C(C)=O)[C@H](C)C3)c(C)c2)[C@@H](C)C1,3,-27
C[C@@H]1/C=C/CC(=O)N[C@H](c2ccc3ccccc3c2)[C@H](C)/C=C/CC(=O)N[C@@H]1c1ccc2ccccc2c1,9,14
Cc1ccc(S(=O)(=O)NCC(=O)OCN2C(=O)c3ccccc3C2=O)cc1,-12,-12
CN1[C@@H](Cc2ccccc2)COc2cccc(F)c2S1(=O)=O,3,1
COC(=O)C1=C(C)N(Cc2ccccc2C(F)(F)F)C(=NCc2ccccc2C(F)(F)F)NC1c1cccc(F)c1 (stereo not given),8,-16
Cc1ccc(-c2c(C(=O)NCC(C)C)oc(=O)c3ccccc23)cc1,-9,-39
Cn1c(N)c(C(=O)COC(=O)c2cc(C(F)(F)F)nc3ccccc23)c(=O)n(C)c1=O,0,-5
CC(C)N1CCCCC(NC(=O)c2c(F)cccc2F)C1=O (stereo not given),9,-9
CN1C(=O)[C@@]2(O[C@H]3C=CC=CN3C3=C2C(=O)CCC3)c2cc([N+](=O)[O-])ccc21,-4,-4
CCN(CC)C(=O)CC[C@H]1CC[C@]2(CCCN(C(=O)C3CCCC3)C2)O1,-15,24
COc1ccc(-c2ccc3c(n2)CCCN3S(=O)(=O)c2ccc(F)cc2)cc1,19,-8
C[C@H](O)[C@@H]1CN2CCc3ccc(-c4ccc5c(c4)OCO5)cc3[C@@H]2C[C@@H]1N(C)Cc1ccccc1,-1,-12
CCCN1C(=O)c2n[nH]c(C(C)C)c2C1c1cccc(C(F)(F)F)c1 (stereo not given),-3,-10
COC(=O)C1=C(C)N(CC(C)C)C(=S)NC1c1ccc(-c2ccccc2)cc1 (stereo not given),-1,8

Next entries:
Sequence of screens: COUP-TFII inh	SRC2 inh
CC(C)CN1C(=O)[C@]2(CC(=O)N(C)C2c2ccccc2)c2cc(-n3cc(C4=CCCCC4)nn3)ccc21 (stereo not given in full)
  3	15
Cc1cc(=O)n2[nH]c(-c3sccc3-n3c(C)ccc3C)cc2n1
  -20	-36
O=C(Nc1ccc(F)cc1)OCc1cn(Cc2ccc(F)cc2F)nn1
  1	-27
CC(=O)N1CCN(c2ccc(N3CCN(Cc4ccccc4)[C@@H](C)C3)c(C)c2)[C@H](C)C1
  11	-1
C[C@H]1CNC(=O)c2c(C(=O)N(C)Cc3ccccc3)ncn21
  -4	6
COC(=O)N1C[C@H](O)[C@H](O)C[C@@H]1c1ccccc1Br
  -5	-36
CCNC(=O)N1C[C@H]2CON(C)[C@H]2C[C@H]1c1ccc(N2CCCCC2)cc1
  -2	-1
COC(=O)c1cc2c(c3c4ccccc4n(S(=O)(=O)c4ccc(OC)cc4)c13)C(=O)N(Cc1ccccc1OC)C2
  5	-20
COC(=O)C1=C(C)N(Cc2ccccc2C(F)(F)F)C(=NCc2ccc(OC)cc2)NC1c1cccc(C(F)(F)F)c1 (stereo not given)
  5	-10
COCCCN1C(=O)[C@H](CC(=O)NCCc2ccccc2OC)[C@]2(C(=O)OC)CCCCC=C12
  -1	6
CC(C)(C)S(=O)N1C[C@@H]2CC(=O)C=C2[C@H]1CCO (stereo not given in full)
  5	-10
CCCC[C@H]1C2CC(OC(=O)Nc3ccccc3C)C(C2)[C@H]2CCCCN21 (stereo not given in full)
  -6	3
CC[C@@H](CCC(=O)N(c1ccccc1)c1ccccc1)c1ccc(C)cc1
  -4	-2
COC(=O)C[C@H]1CC[C@@H]2[C@@H](COc3ccc(NS(=O)(=O)c4ccccc4Cl)cc3C(=O)N2C)O1
  -6	-19
CCOc1ccc(NC(=O)c2nn(-c3ccc(OC)cc3OC)c(=O)c3ccccc23)cc1
  -10	13
COc1ccc2ccccc2c1C=Nn1c(-c2n[nH]c3c2CCC3)n[nH]c1=S
  -3	-1
O=C(Nc1ccccc1)Nc1c(-c2ccc(F)cc2)nc2ncccn12
  13	-17
COc1ccc2c(c1)[C@@H](NC(=O)c1ccncc1)[C@H](C)[C@H]2c1ccccc1
  -4	-11
O=C(Nc1ccc(Br)cc1)OC1CC2CC1[C@H]1CCCCN1[C@H]2Cc1ccccc1 (stereo not given in full)
  0	15
CC(C)CN1C(=O)C[C@]2(C(=O)N(C)c3ccc(NS(=O)(=O)C4CC4)cc32)C1c1ccccc1 (stereo not given in full)
  -7	-7
COC(=O)C[C@@H]1CC[C@H]2[C@H](COc3ccc(NC(=O)C4CCC4)cc3C(=O)N2C)O1
  7	-25
COC(=O)c1cc2c(c3c4ccccc4n(S(C)(=O)=O)c13)C(=O)N(Cc1ccccc1)C2
  5	-15
CN(CCCOC(=O)c1cccs1)C1CN(Cc2cn(Cc3ccccc3Cl)nn2)S(=O)(=O)C1 (stereo not given)
  -16	-2
CCCCCCCCN1C(=O)[C@@H](CC(=O)NCc2ccc(C)o2)C[C@@]2(C(=O)OC)C1=C[C@H](C(C)C)O[C@@H]2C1CC1
  0	6
COc1ccc(C2=Nn3c(nnc3C3CCCCC3)SC2)cc1
  2	8
O=C1C(=O)N(CCCN2CCOCC2)C(c2cccs2)/C1=C(/O)c1ccc2c(c1)OCO2 (stereo not given)
  -4	-19
COc1cc(/C=C2\C(=O)NN(c3ccccc3)C2=O)ccc1OCC(N)=O
  -13	-11
CCOC(=O)C1(Cc2ccccc2)CCN(Cc2cccc(C#N)c2)CC1
  -9	12
C=CCN1C(C(=O)OCC)CSCCS1(=O)=O (stereo not given)
  6	-2
COC(=O)[C@]12C[C@H](CC(=O)N3CCSCC3)C(=O)N(Cc3ccc(Cl)cc3Cl)C1=C[C@H](C1CCCC1)O[C@@H]2C
  12	16
CN(C)[C@H]1CCN(c2cccc3c2S(=O)(=O)N2CC[C@H](C2)O3)C1
  -17	-10
O=S1(=O)c2ccc(N3CC[C@H](O)C3)cc2O[C@@H]2CCN1C2
  -5	-16
CCCCC(=O)N1CCC(NS(=O)(=O)c2ccc3c(c2)CCN3C(C)=O)CC1
  22	16
CCOC(=O)[C@]12CCCC=C1N(Cc1ccc(OC)cc1)C(=O)[C@@H]2CC(=O)NCCCN1CCCC1=O
  -21	-17
CN(Cc1ccccc1)C(=O)OCc1cn(Cc2cccc(Cl)c2)nn1
  -6	-17
CCOC(=O)C1=C(C(=O)OCC)C2N(Cc3ccc(C(F)(F)F)cc3)c3ccccc3[C@@]23C[C@@H](C(=O)OC)N(S(=O)(=O)c2cccs2)C3=N1 (stereo not given in full)
  7	6
CN1CCCN(C(=O)C2CCN(c3ncnc4c3sc3cccc(F)c34)CC2)CC1
  -2	-10
C[C@H]1COc2cccc(N3CCCC3)c2S(=O)(=O)N1C
  5	-26
CCC(=O)Nc1cccc(NC(C)=O)c1
  -10	-6
COc1ccc(Cc2c(-c3ccc(F)cc3)nc3ccc(C)cn23)c(C)c1
  -28	-37
COc1cc(C=NN2CCN(C(c3ccccc3)c3ccccc3)CC2)cc(OC)c1OC(C)=O
  12	12
O=Cc1ccc(/C=C2\c3ccccc3C(=O)N2c2ccccc2)o1
  11	12

An excerpt; the hit share may differ from the screen's.
